# JMJD2A Tudor = JMJD2A Tudor domain (human) inhibition; 390,000 compounds, 4.4% hits; O75164; AID 504339; AlphaScreen JMJD2A-Tudor / H3K4me3 peptide binding; Potency, µM (doses to about 114 µM), for the others: top-dose activity change, negative = inhibition, most hits filed as inhibitors; note: % is set by controls: 0 for no effect and ±100 for the full control effect; nearly all actives have a fitted effect of over 50% in size
# GLS inh = inhibitors of human glutaminase (GLS) | O94925 | GLS enzymatic activity, qHTS titration | Potency, µM (top dose mostly 45.5 µM), inactives show at the top dose activity change, negative = inhibition, hits mostly inhibitors | 410,000 compounds, 0.21% hits | AID 624170; note: % is set by controls: 0 for no effect and ±100 for the full control effect
#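 Compounds were pin-transferred onto hKGA, after which L-glutamine (1 mM solution) and a detection mix of glutamate oxidase, HRP and Amplex Red were added. Initial and 30 min RT fluorescence reads were collected.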
# 12-LOX inh = blocks human arachidonate 12S-lipoxygenase; purified 12hLO, xylenol orange hydroperoxide absorbance; Potency, µM (doses to about 108 µM), for the others: at the top dose activity change, negative = inhibition, actives largely listed as inhibitors; 580,000 compounds, 1.1% hits; note: % is set by controls: 0 for no effect and ±100 for the full control effect
#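 Hydroperoxide product was detected by ferrous iron/xylenol orange as the 573 to 405 nm absorbance ratio. Arachidonic acid at 40 uM (final) was turned over for 30 min at room temperature by 150 nM human 12hLO, pH 7.0 Hepes buffer, after 15 min compound preincubation.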
# Pin1 inh = blocks the human prolyl isomerase Pin1; Potency, µM (top dose mostly 115 µM), without a hit: at the highest dose activity, negative = inhibition, most hits filed as inhibitors; 390,000 compounds, 0.009% hits; Pin1 FP peptide displacement, HiFluor488, 10 min; Q13526; active = well fitted inhibition curve with a large enough effect in the polarisation, with a control signal flat, not every such curve was filed as active; inconclusive = small, poorly fitted or top-dose-only effect, or effect the other way, or a change in a side signal; inactive = no such curve, though single readings can be large or run the other way; the % refers to the polarisation; note: % is set by controls: 0 for no effect and ±100 for the full control effect
# Target sequence (Q13526 whole entry, looked up): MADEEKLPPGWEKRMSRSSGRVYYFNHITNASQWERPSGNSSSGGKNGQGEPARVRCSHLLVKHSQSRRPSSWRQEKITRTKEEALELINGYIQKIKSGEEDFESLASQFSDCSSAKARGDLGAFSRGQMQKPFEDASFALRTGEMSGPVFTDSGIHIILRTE
# RGS4 inh = blocks human RGS4-accelerated GTP hydrolysis. Transcreener GDP fluorescence polarization, RGS4-accelerated GTP hydrolysis. Potency, µM (highest dose often 114 µM), for inactives: at the highest dose activity change, negative = inhibition, actives largely listed as inhibitors. 390,000 compounds, 0.039% hits; note: % is set by controls: 0 for no effect and ±100 for the full control effect; nearly all actives have a fitted effect of over 75% in size; some results filed as inactive show a strong effect at the top dose
# Target sequence (P49798 whole entry, looked up): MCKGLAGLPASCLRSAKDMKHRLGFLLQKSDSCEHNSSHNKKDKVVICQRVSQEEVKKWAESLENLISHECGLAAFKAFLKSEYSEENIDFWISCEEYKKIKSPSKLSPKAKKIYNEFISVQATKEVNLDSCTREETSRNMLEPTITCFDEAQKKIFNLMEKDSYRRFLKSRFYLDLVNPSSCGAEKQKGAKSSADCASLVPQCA
#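 MLSMR compounds (23 nl, pin-transferred) preincubated 10 min at room temperature with a 500nM (2x) first reagent, then RGS4 at 900nM (2x) plus Transcreener GDP mix added; fluorescence polarization (620/688 nm) read before and after 90 min at 30 °C.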
# PGK inhibitor = blocks T. brucei phosphoglycerate kinase; 380,000 compounds, 0.043% hits; PGK/GAPDH coupled, Kinase-Glo luminescence, 60 min; P07378; Potency, µM (highest dose often 57.5 µM), for the others: at the highest dose activity change, negative = inhibition, actives largely listed as inhibitors; note: % is set by controls: 0 for no effect and ±100 for the full control effect; nearly all actives have a fitted effect of over 60% in size
#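 Recombinant glycosomal PGK reaction used 1,3-bisphosphoglycerate generated in-well by GAPDH (100nM final) in 100mM TEA pH 7.6, 5mM MgCl2, 0.01% Tween-20. After 60 minutes at room temperature, ATP was read by Kinase-Glo Plus luminescence end-point.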
# HP1b binding inh = blocks HP1-beta chromodomain binding to methylated histone tails; P83916; AlphaScreen HP1-beta / biotin-H3K9me3 peptide binding; Potency, µM (series often up to 114 µM), for inactives: top-dose activity change, negative = inhibition, hits mostly inhibitors; 390,000 compounds, 0.56% hits; note: nearly all actives have a fitted effect of over 70% in size; inactives centre near 23
# Target sequence (P83916 whole entry, looked up): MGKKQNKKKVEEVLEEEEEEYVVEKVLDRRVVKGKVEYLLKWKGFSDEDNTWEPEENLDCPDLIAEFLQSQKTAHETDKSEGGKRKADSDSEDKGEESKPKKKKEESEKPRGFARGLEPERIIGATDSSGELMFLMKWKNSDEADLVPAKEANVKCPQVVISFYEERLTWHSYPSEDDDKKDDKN
#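 AlphaScreen: HP1-beta (50 nM) preformed 30 min with biotin-H3(1-18)K9me3 peptide (50 nM) in PBS pH 7.4, 0.01% Tween-20. Compound added for 30 min at RT, then streptavidin donor/nickel chelate acceptor beads (10 ug/mL) for 30 min.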
# ERG-DNA inh = ERG Ets/DNA interaction inhibition; P11308; fluorescence polarization, His-ERG Ets domain / labelled DNA; Potency, µM (series often up to 76.9 µM), inactives show at the top dose FP activity, negative = inhibition, most hits filed as inhibitors; 370,000 compounds, 0.028% hits; AID 624246; active = well fitted inhibition curve with a large enough effect in the polarisation, with a control signal flat; inconclusive = small, poorly fitted or top-dose-only effect, or effect the other way, or a change in a side signal; inactive = no such curve, though single readings can be large or run the other way; the % refers to the polarisation;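 note: polarization taken with two DNA probes labelled with fluorescein and Texas red; % of control where 0% means no effect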
# Target sequence (P11308 whole entry, looked up, the tested form may be a part): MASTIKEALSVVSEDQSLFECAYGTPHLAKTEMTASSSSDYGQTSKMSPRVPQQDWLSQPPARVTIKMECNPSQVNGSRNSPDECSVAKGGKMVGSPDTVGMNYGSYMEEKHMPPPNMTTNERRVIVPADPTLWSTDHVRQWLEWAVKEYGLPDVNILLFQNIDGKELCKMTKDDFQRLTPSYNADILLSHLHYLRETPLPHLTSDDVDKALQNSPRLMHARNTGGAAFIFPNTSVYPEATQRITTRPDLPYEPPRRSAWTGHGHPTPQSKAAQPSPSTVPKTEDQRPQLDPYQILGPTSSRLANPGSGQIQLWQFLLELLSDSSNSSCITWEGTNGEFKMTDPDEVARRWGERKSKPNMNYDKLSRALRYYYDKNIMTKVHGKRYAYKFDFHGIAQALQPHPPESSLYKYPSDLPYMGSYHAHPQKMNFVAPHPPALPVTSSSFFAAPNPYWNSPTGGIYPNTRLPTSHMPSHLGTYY
#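 His-tagged ERG Ets domain (1 uM in the protein solution; 300mM KCl, 50mM Tris-HCl, 1mM EDTA, 1mM DTT, pH 7.5) received compound, then a probe mix of 5 nM fluorescein-DNA and 100nM Texas-615-DNA. Fluorescence polarization was read for both dyes.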
# TrxR1 inh = inhibitors of rat thioredoxin reductase 1; Potency, µM (highest dose often 114 µM), inactives show at the highest dose activity change, negative = inhibition, hits mostly inhibitors; AID 588453; 390,000 compounds, 1% hits; O89049; recombinant rTrxR1, NADPH fluorescence consumption, selenite substrate; note: % is set by controls: 0 for no effect and ±100 for the full control effect; nearly all actives have a fitted effect of over 65% in size
#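 Rat TrxR1 (90 nM in the dispensed reagent) was pre-reduced with 400 uM NADPH for 5 min at room temperature, then incubated with compound for 15 min. After 400 uM selenite was added, NADPH fluorescence (Ex 340/Em 450 nm) was followed for 8 min.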
# Numbers without * were called inactive; i = inactive; ? = inconclusive; . = not tested or not shown; [ ] = dose if it differs, or a comment. Unless noted, calls come from the whole dose curve; as a rule, active = well fitted curve in the direction sought with a large enough effect; inconclusive = small, poorly fitted or top-dose-only effect, or another doubt; inactive = no such curve, though single readings can be large; an effect the other way counts as inactive or inconclusive. Potency is the fitted concentration of half-maximal effect. A portion of the library; the hit share may differ from the screen's.
SMILES,JMJD2A Tudor,GLS inh,12-LOX inh,Pin1 inh,RGS4 inh,PGK inhibitor,HP1b binding inh,ERG-DNA inh,TrxR1 inh
CN1CCN(C(CNC(=O)c2ccc(F)cc2)c2ccc3c(c2)OCO3)CC1 (configuration not stated),0%,-7%,0%,-6%,1%,6%,32%[57 µM],0%,27%[57.1 µM]
CS(=O)(=O)NNC(=O)CN1C(=O)C2C3C=CC(C3)C2C1=O (configuration not stated),9%,-10%,?,0%,1%,i,27%,1%,21%[57.1 µM]
Cc1nc(NC(=O)c2ccccc2)sc1C,-19%,5%,-1%,-1%,5%,-12%,-2%,-3%,12%
CC(C)CN(C(=O)c1ccc(S(=O)(=O)N2CCCC2)cc1)C1CCS(=O)(=O)C1 (configuration not stated),-8%,10%,7%,-4%,11%,6%,17%,34%[activator],-5%
CN(CCOc1ccc(Cl)cc1)C(=O)c1ccccc1SCC(=O)N1CCCC1,-1%,2%,0%,14%,1%,7%,42%[activator],7%,15%
Cc1ccc2oc(Nc3nc(C)cc(C)n3)nc2c1,?,-1%,0%[57.4 µM],0%,-21%,-15%,51%[activator],-3%,15%[57.1 µM]
COC(=O)c1ccc(C(=O)OC)c(NC(=S)N2CCCCC2)c1,-11%,13%,13%,-11%,-4%,.,11%,.,20%
COc1ccccc1N1CCN(C(=O)c2cc(-c3cccc(Cl)c3)on2)CC1,-13%,4%,13%,6%,6%,i,39%,-4%,8%
C#CCOCCOCCOCCNc1nc(N2CCN(C(=O)CCCCCCCCCCNC(=O)[C@H]([C@@H](C)CC)n3cc(CCCCN=C(N)N)nn3)CC2)nc(N2CCN(C(=O)CCCCCCCCCCNC(=O)[C@H](CO)n3cc(CCCSC)nn3)CC2)n1,20µM*,?,.,267%[activator],?,4%,?,-22%,22%
CN(C)c1nc(OCCNC(=O)Nc2ccc(Cl)cc2)nc(N(C)C)n1,4%,-7%,-15%,-3%,16%,i,34%,7%,12%
O=C(CN1C(=O)NC2(CCCC2)C1=O)OCc1ccc(Cl)c(Cl)c1,-12%,2%,-21%,0%,-23%,-5%,30%,-1%,5%
COc1cc(NC(=S)NCCCN2CCOCC2)c(OC)cc1NC(=O)c1ccco1,-32%,0%,0%,-4%,-10%,-4%,-12%,-1%,?
Cc1cc(C)c(S(=O)(=O)N2CCN(C(=O)c3cccs3)CC2)c(C)c1,-17%,0%,-13%,?,4%,-18%,66%[activator],12%,10%
Cc1cccc(/C(N)=N/OC(=O)Cc2cccc3ccccc23)c1,39%[activator],-13%,-19%,5%,11%,-4%,61%[activator],-7%,11%[57.1 µM]
COc1ccccc1/C=N/NC(=O)c1cc2c(ccc3ccccc32)o1,-3%,9%,0%,14%,17%,-3%,19%,-12%,22%
O=C(CSc1n[nH]c(=O)n1C1CC1)Nc1cc(Cl)ccc1Oc1ccccc1,-12%,12%,5%,-5%,-1%,11%,21%,3%,6%
Cc1occc1C(=O)N/N=C/c1ccc2c(c1)OCO2,-14%,-7%,-1%,2%,3%,?,40%[activator],6%,-4%
Cc1cc(=O)n2nc(N3CCCC(C(=O)Nc4ccc(C)c(C)c4)C3)sc2n1 (configuration not stated),-14%,-2%,13%,-3%,-3%,4%,36%,1%,20%[57.1 µM]
CC(OC(=O)c1ccc([N+](=O)[O-])cc1)C(=O)NCC1CCCCC1 (configuration not stated),-17%,-8%,-1%,-2%,-9%,-4%,22%,2%,18%[57.1 µM]
COc1ccc(-c2cc(C(=O)NCc3cccnc3)no2)cc1,-13%,-1%,-25%,-2%,7%,8%,14%,0%,8%
COc1nc(-c2ccc(Cl)cc2)ccc1-c1noc(-c2cccs2)n1,-36%,?,0%,32%[activator],-32%,-7%,2%,-13%,48%[activator]
COc1ccc(Cl)cc1NC(=O)CSc1nnc2[nH]c(=O)cc(C)n12,-8%,-10%,-17%,0%,-8%,i,36%,2%,-8%[57.1 µM]
O=C(NCC(c1cccnc1)N1CCN(c2ccccc2)CC1)OCc1ccccc1 (configuration not stated),-31%,16%,25%,5%,-2%,-9%,0%,.,-1%
COc1cc2c(cc1OC)CN(C(=S)Nc1ccc(OC(F)F)cc1)CC2,4%,-5%,3%,1%,-21%,-4%,10%,15%,18%[57.1 µM]

# As a short view, part of the list above:
SMILES,JMJD2A Tudor,GLS inh,12-LOX inh,Pin1 inh,RGS4 inh,PGK inhibitor,HP1b binding inh,ERG-DNA inh,TrxR1 inh
C#CCOCCOCCOCCNc1nc(N2CCN(C(=O)CCCCCCCCCCNC(=O)[C@H]([C@@H](C)CC)n3cc(CCCCN=C(N)N)nn3)CC2)nc(N2CCN(C(=O)CCCCCCCCCCNC(=O)[C@H](CO)n3cc(CCCSC)nn3)CC2)n1,20µM*,?,.,267%[activator],?,4%,?,-22%,22%
CN(C)c1nc(OCCNC(=O)Nc2ccc(Cl)cc2)nc(N(C)C)n1,4%,-7%,-15%,-3%,16%,i,34%,7%,12%
O=C(CN1C(=O)NC2(CCCC2)C1=O)OCc1ccc(Cl)c(Cl)c1,-12%,2%,-21%,0%,-23%,-5%,30%,-1%,5%
COc1cc(NC(=S)NCCCN2CCOCC2)c(OC)cc1NC(=O)c1ccco1,-32%,0%,0%,-4%,-10%,-4%,-12%,-1%,?
Cc1cc(C)c(S(=O)(=O)N2CCN(C(=O)c3cccs3)CC2)c(C)c1,-17%,0%,-13%,?,4%,-18%,66%[activator],12%,10%
Cc1cccc(/C(N)=N/OC(=O)Cc2cccc3ccccc23)c1,39%[activator],-13%,-19%,5%,11%,-4%,61%[activator],-7%,11%[57.1 µM]
COc1ccccc1/C=N/NC(=O)c1cc2c(ccc3ccccc32)o1,-3%,9%,0%,14%,17%,-3%,19%,-12%,22%
O=C(CSc1n[nH]c(=O)n1C1CC1)Nc1cc(Cl)ccc1Oc1ccccc1,-12%,12%,5%,-5%,-1%,11%,21%,3%,6%
Cc1occc1C(=O)N/N=C/c1ccc2c(c1)OCO2,-14%,-7%,-1%,2%,3%,?,40%[activator],6%,-4%
Cc1cc(=O)n2nc(N3CCCC(C(=O)Nc4ccc(C)c(C)c4)C3)sc2n1 (configuration not stated),-14%,-2%,13%,-3%,-3%,4%,36%,1%,20%[57.1 µM]
CC(OC(=O)c1ccc([N+](=O)[O-])cc1)C(=O)NCC1CCCCC1 (configuration not stated),-17%,-8%,-1%,-2%,-9%,-4%,22%,2%,18%[57.1 µM]
COc1ccc(-c2cc(C(=O)NCc3cccnc3)no2)cc1,-13%,-1%,-25%,-2%,7%,8%,14%,0%,8%
COc1nc(-c2ccc(Cl)cc2)ccc1-c1noc(-c2cccs2)n1,-36%,?,0%,32%[activator],-32%,-7%,2%,-13%,48%[activator]

# (list continues)
SMILES,JMJD2A Tudor,GLS inh,12-LOX inh,Pin1 inh,RGS4 inh,PGK inhibitor,HP1b binding inh,ERG-DNA inh,TrxR1 inh
O=C(NCc1ccccc1)c1cccc(NC(=O)C2CCC2)c1,-17%,0%,15%,0%,11%,1%,21%,1%,19%
O=C(NC1CCCCC1)c1cccc(COCC(F)(F)F)c1,-4%[57.1 µM],6%,-22%,-7%,-16%,-2%,41%[activator],0%,-6%
CCC1S/C(=N/N=C/c2ccco2)N(Cc2ccccc2)C1=O (configuration not stated),14%,2%,?,11%,-9%,-6%,?,2%,6%[57.1 µM]
Cc1ccc(S(=O)(=O)N2CCOCC2)cc1NC(=O)CN(C)C1CCS(=O)(=O)C1 (configuration not stated),-9%,1%,0%,4%,24%,8%,25%,1%,28%
COc1ccc(Nc2c([N+](=O)[O-])ccc3c2=NC2(CCCCC2)N=3)cc1,16µM*,19%,16%,0%,0%,-1%,8.9µM*,13%,-22%
CC(NS(=O)(=O)c1ccc2c(c1)C(=O)c1cc(S(=O)(=O)NC(C)C(=O)O)ccc1-2)C(=O)O (configuration not stated),10µM*,2%,-30%,5%,27%,4%,?,-5%,-6%[57.1 µM]
O=C(O)c1cc(Cl)nc2ccccc12,-4%,7%,-1%,-3%,25%,i,30%,-13%,-6%
CCOC(=O)c1oc2c(O)c(O)ccc2c(=O)c1-c1nncn1-c1ccccc1,?,25%,?,?,-30%,-2%,32%,-1%,0%[57.1 µM]
CC(C)Oc1ccc(CNC(=O)c2ccccc2NC(=O)c2nsc3ccccc23)cc1,-14%,-13%,-3%,-1%,34%,-2%,18%[57 µM],4%,8%[57.1 µM]
COc1ccc(NC(=O)CN2C(=O)C(C)Oc3ccccc32)cc1 (configuration not stated),-14%,5%,-3%,7%,7%,-4%,15%,2%,3%
O=C(Nc1ccc(Cl)c(S(=O)(=O)N2CCOCC2)c1)c1cccs1,-2%,-12%,5%,6%,-17%,i,29%,-9%,9%[57.1 µM]
COc1ccc(C(=O)COC(=O)c2nn(C)c(=O)c3ccccc23)c(OC)c1,-26%,0%,-11%,3%,-6%,i,24%,6%,19%
COC(=O)C1=CN(CCCN2CCCC2=O)C=C(C(=O)OC)C1c1cccs1,-5%,7%,-13%,2%,16%,3%,19%,-4%,-28%
